# V1R ag counter = V1a receptor agonism, counter-screen for OXTR agonists | P37288 | CHO-V1R cells, Fluo-8 calcium fluorescence, agonist mode; 0% DMSO, 100% 3 nM vasopressin | activation, % at 3 µM | 0.25% of 320,000 active | AID 2797;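 active means activation above the mean activation of all tested compounds plus 3 SD, per screening run, cut at about 20% in these data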;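 further: signal is peak over basal fluorescence ratio across a 100 second FLIPR read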
# Target sequence (P37288 whole entry, looked up): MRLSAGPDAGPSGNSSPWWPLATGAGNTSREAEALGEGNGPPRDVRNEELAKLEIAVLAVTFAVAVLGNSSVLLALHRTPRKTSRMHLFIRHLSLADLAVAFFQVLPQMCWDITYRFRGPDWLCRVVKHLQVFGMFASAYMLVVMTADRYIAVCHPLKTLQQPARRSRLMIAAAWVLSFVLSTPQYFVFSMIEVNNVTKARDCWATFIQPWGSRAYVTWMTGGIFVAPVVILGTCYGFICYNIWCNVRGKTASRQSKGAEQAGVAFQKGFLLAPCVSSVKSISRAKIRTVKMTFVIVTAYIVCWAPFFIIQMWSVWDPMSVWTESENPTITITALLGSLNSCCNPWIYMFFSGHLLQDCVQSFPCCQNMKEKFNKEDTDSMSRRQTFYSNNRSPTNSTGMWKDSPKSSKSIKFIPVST
# MEKK2wt PB1 HTS = raises or lowers MEK5 binding to wildtype human MEKK2 PB1 domain. binding response (% of control), % at 10 µM. AID 1531. bead flow cytometry, Alexa488-MEK5 binding to MEKK2 WT; actives lie on both sides. 1.1% of 290,000 active; in the data active means binding response below about 67% or above about 130%
# NALP1 yeast inh = blocks the NALP1 inflammasome reconstituted in yeast | 0.61% of 280,000 active | S. cerevisiae NALP1/ASC/caspase-1 growth, X-gal OD620, 72 h | AID 2071 | inhibition, % at 10 µM; in the data active means inhibition mostly above about 24%, no sharp cut-off; inactive means mostly below about 32%; further: some compounds called inactive have numbers as strong as hits
# GPR7 antag = antagonists of human GPR7 (neuropeptides B/W receptor 1). GPR7-expressing cells, fluorescence antagonist assay. AID 1861. P48145. 1.1% of 290,000 active. inhibition, % at 4.4 µM; in the data active means inhibition above about 16%, passing the limit was not always enough;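 further: cells stimulated with the agonist NPW; 0% = agonist with vehicle and 100% = vehicle without agonist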
# Target sequence (P48145 whole entry, looked up): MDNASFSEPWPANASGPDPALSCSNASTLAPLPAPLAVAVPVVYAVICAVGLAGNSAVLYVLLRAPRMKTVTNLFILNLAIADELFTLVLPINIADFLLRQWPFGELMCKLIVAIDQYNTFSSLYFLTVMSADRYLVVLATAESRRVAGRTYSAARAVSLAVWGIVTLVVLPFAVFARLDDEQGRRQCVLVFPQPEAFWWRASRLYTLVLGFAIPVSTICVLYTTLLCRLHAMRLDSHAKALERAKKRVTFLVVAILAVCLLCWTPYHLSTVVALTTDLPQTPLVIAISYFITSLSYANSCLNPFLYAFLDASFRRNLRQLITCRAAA
# M18AAP inhibitor = PfM18AAP enzyme inhibition; recombinant PfM18AAP, H-Glu-NHMec fluorogenic cleavage; inhibition, % at 7.35 µM; 1.2% of 290,000 active;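 active means inhibition above the campaign mean inhibition over all tested compounds plus 3 SD, cut at about 28% in these data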;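 further: 0% = plate median of test compound wells and 100% = 2 mM ZnCl2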
# GalR3 antag = antagonists of human GalR3 | HEK293 GalR3-CNG cAMP membrane potential fluorescence; galR3 body fused to GalR1 C-terminus | inhibition, % at 3 µM | O60755 | 0.44% of 360,000 active;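 active means inhibition above the screen-wide average plus 3 SD, cut at about 13% in these data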;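 further: forskolin and galanin both at EC90 stimulate the cells; cAMP rise reported by CNG channel membrane potential dye signal; 0% = forskolin plus galanin with DMSO and 100% = forskolin alone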
# Target sequence (O60755 1-299 limits assumed): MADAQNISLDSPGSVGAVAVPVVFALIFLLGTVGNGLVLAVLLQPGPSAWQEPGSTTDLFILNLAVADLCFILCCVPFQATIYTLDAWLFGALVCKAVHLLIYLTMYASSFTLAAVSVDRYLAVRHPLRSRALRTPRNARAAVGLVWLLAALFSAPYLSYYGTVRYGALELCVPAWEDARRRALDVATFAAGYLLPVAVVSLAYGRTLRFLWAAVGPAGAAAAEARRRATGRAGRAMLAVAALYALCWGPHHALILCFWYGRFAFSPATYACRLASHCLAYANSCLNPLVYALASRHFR
# OXTR potentiator = potentiators of human oxytocin receptor. P30559. CHO-OTR cells, Fluo-8 calcium fluorescence, potentiator mode; 0% = oxytocin EC15, 100% = EC100. activation, % at 3 µM. 0.061% of 320,000 active;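 active means activation above that plate's cutoff, the mean activation of tested compounds plus 3 SD, cut at about 6.6% in these data, passing the limit was not always enough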;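 further: 100% uses oxytocin at 75 nM as the full agonist control; some results filed as inactive read as strong as hits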
#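 Measured by – Fluo-8 calcium dye fluorescence · Test system – human OTR in CHO cells · Dosing – one concentration, 3.0 µM compound · Controls – EC15 oxytocin alone as 0%, 75 nM oxytocin as 100% · Evaluation – normalized max/min fluorescence ratio, % activation · Timing – 6 min pre-incubation, 100 s read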
# MEKK2 mut-MEK5 = signal of MEK5 binding to mutant human MEKK2 PB1 domain; percent response, % at 10 µM; bead flow cytometry, Alexa488-MEK5 binding to MEKK2 mutant; 0.35% of 290,000 active; AID 1530; in the data active means percent response above about 24%, passing the limit was not always enough; further: inactives centre near 1; some results filed as inactive read as strong as hits
# OXTR ag = activates the human oxytocin receptor; P30559; CHO-OTR cells, Fluo-8 calcium fluorescence; normalized: DMSO 0%, oxytocin 100%; activation, % at 3 µM; 0.32% of 320,000 active;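 active means activation above the mean of all tested compounds plus 3 SD, cutoff set per screening run, cut at about 20% in these data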;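 further: peak over basal fluorescence ratio from a 100 s FLIPR kinetic read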
# * = called active by the depositor; · = not tested or not shown; [ ] = another dose, or the depositor's remark.
SMILES,V1R ag counter,MEKK2wt PB1 HTS,NALP1 yeast inh,GPR7 antag,M18AAP inhibitor,GalR3 antag,OXTR potentiator,MEKK2 mut-MEK5,OXTR ag
O=C(NC(=O)c1ccccc1)Nc1ccccc1,1.3,100,4,7,4,-12,-9,-2,1.4
Cc1cnc(NC(=O)Cc2ccccc2Cl)s1,0.1,94,14,-2,2,-9,4,-2,0.7
O=C(COC(=O)C1=Cc2ccccc2OC1)NCc1ccccc1,0.3,·,·,·,·,-3,-8,·,-1.8
Cc1ccn2cc(-c3cccc(NS(C)(=O)=O)c3)nc2c1,-1.2,98,14,16,0,-3,-1,-6,-2.2
Cc1ccc(S(=O)(=O)N2CCSC2c2ccco2)cc1 (stereo unspecified),-1.9,97,-5,-1,-7,5,-14,1,-1.6
Cc1cc(S(=O)(=O)N2CCCC(N3CCOCC3)C2)c(C)cc1Cl (stereo unspecified),4.6,105,24,-18,1,-7,0,3,1.9
O=C(COc1ccccc1[N+](=O)[O-])c1ccccc1,0.7,96,7,1,5,-6,0,-5,-1.2
O=C(COC(=O)c1ccc[nH]c1=O)NCCc1ccc(F)cc1,-0.4,93,17,-3,-10,-3,2,-2,-0.1
Cc1cc(=O)[nH]c2c1c(-c1ccccc1)nn2C,0.7,99,11,2,0,-3,-7,-4,0.8
COc1ccccc1OCCCOc1c(C)cc(C)cc1Br,-1.1,99,2,-9,1,8,-6,-1,-2.9
C/C(=C/c1ccccc1)C(=O)N1CC(C)OC(C)C1 (stereo unspecified),0.4,97,19,-10,6,-5,-4,0,-0.1
CN(CC(=O)Nc1ccccc1)CC(=O)Nc1ccc(F)cc1,1.7,95,8,-2,-11,-8,-6,-8,1.9
O=S(=O)(NCc1ccccc1)NCc1ccccc1F,0.1,92,3,7,-1,-6,1,-9,-1.1
CN(c1ccccc1)S(=O)(=O)c1ccc(C(=O)NCCc2ccccc2)cc1,4.0,96,18,24*,6,-7,-5,0,6.6
Oc1[nH]c2ccccc2c1OCc1ccncc1,1.3,80,12,-8,-15,0,-5,-12,2.1
Brc1ccc(N=C(c2ccccc2)c2ccncc2)cc1,-0.3,95,15,-5,-14,1,-8,-4,1.6
COc1ccc(NC(=O)CSc2nnc(C3CC3)n2N)cc1,0.3,102,9,-12,-1,-2,-2,3,11
CN1CCC(OC(=O)Cc2ccc(Cl)cc2)CC1,-0.6,99,-12,-11,-10,-4,-8,-7,0.1
O=S(=O)(Cc1ccccc1Cl)NCCc1ccccc1,-0.2,90,-5,-7,3,2,-8,-7,8.6
Cc1csc(-c2cnn(-c3ccccc3)c2NC(=O)c2ccc(C(F)(F)F)cc2)n1,-1.4,103,-10,-9,3,-3,-8,7,-1.6

# Profiles, quoted from the list:
# Record of CN(CC(=O)Nc1ccccc1)CC(=O)Nc1ccc(F)cc1 = V1R ag counter = 1.7; MEKK2wt PB1 HTS = 95; NALP1 yeast inh = 8; GPR7 antag = -2; M18AAP inhibitor = -11; GalR3 antag = -8; OXTR potentiator = -6; MEKK2 mut-MEK5 = -8; OXTR ag = 1.9
# Record of Cc1cnc(NC(=O)Cc2ccccc2Cl)s1 = V1R ag counter = 0.1; MEKK2wt PB1 HTS = 94; NALP1 yeast inh = 14; GPR7 antag = -2; M18AAP inhibitor = 2; GalR3 antag = -9; OXTR potentiator = 4; MEKK2 mut-MEK5 = -2; OXTR ag = 0.7
# Record of CN(c1ccccc1)S(=O)(=O)c1ccc(C(=O)NCCc2ccccc2)cc1 = V1R ag counter = 4.0; MEKK2wt PB1 HTS = 96; NALP1 yeast inh = 18; GPR7 antag = 24*; M18AAP inhibitor = 6; GalR3 antag = -7; OXTR potentiator = -5; MEKK2 mut-MEK5 = 0; OXTR ag = 6.6

# Next section:
SMILES,V1R ag counter,MEKK2wt PB1 HTS,NALP1 yeast inh,GPR7 antag,M18AAP inhibitor,GalR3 antag,OXTR potentiator,MEKK2 mut-MEK5,OXTR ag
C=C1C(=O)[C@@]23[C@H](O)C[C@@H]4C(C)(C)CC[C@H](O)[C@]4(C)[C@@H]2C[C@H](O)[C@@H]1[C@H]3O,0.6,89,21,8,-19,1,-2,1,1.2
O=C(O)c1csc(-c2cccc(Cl)c2)n1,0.5,83,·,-10,-4,-3,-4,-19,-0.2
Fc1ccc(C(CNC(=S)NC2CCCCC2)N2CCOCC2)cc1 (stereo unspecified),-0.6,97,-36,7,-7,-7,-13,-6,0.1
O=C(O)c1ccc2ncsc2c1,0.1,80,-7,-5,62*,-4,-8,-13,0.6
COc1ccc(C2/C(=C(\O)c3cccc(OC)c3)C(=O)C(=O)N2c2ccccn2)cc1 (stereo unspecified),0.1,99,17,-7,0,-3,0,7,0.4
C=CCn1c2ccccc2c(=O)c2cc(C#Cc3ccsc3)ccc21,0.1,98,24,2,7,·,-8,6,-0.5
COc1cc(C(=O)Nc2cccc(C(C)=O)c2)cc(OC)c1OC,0.6,93,-11,1,0,3,2,-6,0.9
CCc1cc2cccc(C)c2nc1SCC(=O)Nc1nonc1C,-0.4,94,11,-7,-6,3,3,-5,0.2
CC(Oc1ccc(F)cc1)C(=O)Oc1ccc(N(C)S(=O)(=O)c2ccccc2)cc1 (stereo unspecified),0.4,·,·,·,·,0,-16,·,1.4
CCOc1ccc(C(=O)NC(=S)Nc2cccc(S(=O)(=O)NC3=NCCC3)c2)cc1,0.9,100,12,10,4,5,-2,-1,0.2
CCC(CC)NC(=O)c1cc([N+](=O)[O-])ccc1N1CCOCC1,-0.4,105,17,-4,-2,0,-2,15,0.3
O=C(O)c1cccc(N/N=C/C2=C(Cl)c3cc(Cl)ccc3SC2)c1,·,10*[inhibitor],6,0,4,-4,·,-79,·
CC(C)C(=O)Nc1ccc2oc(=O)ccc2c1,0.4,86,3,-3,4,-7,-1,-10,1.1
O=C(COC(=O)COc1ccc(Br)cc1)NCc1ccccc1,1.4,·,·,·,·,-5,-7,·,1.9
COc1cccc(Nc2nc(C)cc(C)c2C(N)=O)c1,0.8,104,-10,-6,0,-11,-4,3,-1.4
CCCCC(=O)Nc1ccc(Br)cn1,-0.9,101,15,7,-1,-1,-5,6,-2.2
CN(CC(=O)Nc1cccc(F)c1)CC(=O)Nc1cccc(S(N)(=O)=O)c1,-0.4,82,·,-11,-15,-1,-1,-21,-0.1
COc1ccccc1NC(=O)c1ccccc1-c1ccccc1C(=O)O,0.8,100,5,-3,0,-8,-10,6,0.4
CCc1cc(C(=O)N2CCN(c3ncccn3)CC2)sc1C,0.1,·,·,·,·,-2,-10,·,-1.4
CCn1c(SCC(=O)N2CCN(c3ccccc3)CC2)nnc1-c1cc2cc(Cl)ccc2o1,0.3,100,·,2,1,-6,1,1,-0.6
COc1ccc(/C=C/C(=O)NC(=S)N2CCN(c3ccccn3)CC2)cc1OC,-0.9,89,-16,3,3,-3,-8,-12,-2.9
O=C(N1CCN(c2ccccc2F)CC1)C1(c2cccs2)CCOCC1,-0.5,106,23,10,-2,-7,-10,0,-1.3
CCn1cc(C(=O)NC2CCCCCC2)c2cc(OC)c(OC)cc2c1=O,0.4,110,13,-8,3,-8,-5,4,-1.3
O=C(C1CCCO1)N1CCN(C(c2ccccc2)c2ccccc2)CC1 (stereo unspecified),-1.0,97,0,1,0,-7,1,4,-1.5
CCc1noc(C)c1C(=O)OCC(=O)NCc1ccc(Cl)cc1,1.4,·,·,·,·,-2,-2,·,-0.2
CNC(=O)c1ccccc1NC(=O)c1cccc(S(=O)(=O)N2CCCCC2)c1,-1.4,104,21,-4,8,-1,3,8,-1.3
COc1ccc(Cl)cc1NC(=S)N1CCN(S(C)(=O)=O)CC1,1.2,98,-6,-3,-9,1,-13,-1,1.0
Cc1ccsc1/C=C/c1ccc2ccccc2n1,-1.1,·,16,-5,-13,-4,0,·,-2.6
CN(C)c1ccc(P(=O)(OCc2ccccc2)C(O)c2ccccc2F)cc1 (stereo unspecified),7.0,99,18,-8,2,-4,-6,-1,-0.3
COc1ccc(N=C2S/C(=C\c3ccc(C)o3)C(=O)N2CC(C)C)cc1,0.1,99,40*,0,1,-4,-19,3,-0.2
O=C(NCc1ncc(C(F)(F)F)cc1Cl)Nc1ccccc1,3.5,98,-2,-6,-2,-1,-10,-3,2.2
COc1ccc(CC(=O)Nc2ccccc2-c2ccccc2)cc1OC,2.3,103,9,-2,-2,-11,-14,-2,1.1
COc1ccc(C2C3=C(N=C4SCC(=O)N42)c2ccccc2CC3)cc1OC (stereo unspecified),0.1,96,5,0,-6,0,1,-6,0.9
CCOC(=O)C1=C(CN2CCCCCC2)NC(=O)NC1c1cccc([N+](=O)[O-])c1 (stereo unspecified),-0.4,101,8,8,1,-1,-4,10,0.4
Cc1ccccc1OCC(=O)Nc1ccc2c(c1)C(=O)c1ccccc1C2=O,0.1,93,20,-2,-3,-2,-6,-1,0.0
O=C(Cc1nc2ccccc2[nH]1)NCc1ccco1,-0.2,107,2,1,4,-2,-19,5,-0.5
Brc1ccc(N=Cc2ccccn2)cc1,-0.4,92,6,-1,-1,-3,1,-2,-0.1
COC(=O)CSc1nnc(-c2ccoc2C)n1-c1ccc(OC)cc1,0.3,98,12,-3,2,-1,-6,1,-1.3
NS(=O)(=O)c1ccc(N/C=C\C(=O)c2ccc3ccccc3c2)cc1,0.7,109,32,0,-3,-2,-8,7,2.5
CCN(CC)C(=O)C1CCCN(Cc2ccc(OC)c(C)c2)C1 (stereo unspecified),0.5,95,12,-5,-2,-6,-8,-4,-0.3
CC(=O)NC(c1ccc2ccccc2c1)c1ccc2cccnc2c1O (stereo unspecified),3.0,103,-5,11,13,-10,-2,10,3.5
COc1ccc(/C=C/C(=O)OCC(=O)NCCNC(=O)COC(=O)/C=C/c2ccc(OC)cc2)cc1,6.0,104,13,-14,-5,-2,-7,3,3.3
CN(C)C(=O)CSC1c2ccccc2C(=O)N1c1ccccc1 (stereo unspecified),0.2,96,-4,-10,-1,-6,-3,0,0.0
CCCc1cc(-c2n[nH]c(=S)n2CC(C)C)cs1,-1.8,98,23,2,-2,0,-1,-2,-1.9
Cc1c(Cl)cccc1NC(=O)CCC(=O)NNC(=O)CCC(=O)O,0.2,93,-14,-8,-6,4,-14,-6,0.7
CC1(c2cccs2)CC(c2cccs2)=C(C#N)C(=O)N1 (stereo unspecified),-0.3,113,-7,1,11,-6,7,8,-0.4
O=C(N/N=C/c1ccc(F)cc1)c1cc(-c2ccc3c(c2)OCO3)n[nH]1,1.8,99,·,-5,3,4,1,0,-2.3
COc1ccc(C(=O)/C=C/Nc2ccc([N+](=O)[O-])cc2)cc1,1.5,91,18,-2,3,-13,-4,-1,0.1
Cc1ccc(NC(=O)CC2NCCNC2=O)cc1Cl (stereo unspecified),-0.5,106,21,-1,-5,-5,-15,-1,0.5
O=c1cc(CSc2ccc(Cl)cc2)nc(-c2ccccn2)[nH]1,0.4,100,27,14,3,-3,-6,6,-2.3
CN(C)CCNc1c2c(nc3nnnn13)CCCC2,1.8,102,2,-2,5,-6,-3,6,-0.2
CCOc1ccc(NC(=O)Cc2ccc(S(=O)(=O)N3CCCCC3)cc2)cc1OCC,0.6,·,·,·,·,-4,-8,·,-0.2

# Given with values under each structure: part of the list above
# Every second line gives: V1R ag counter	MEKK2wt PB1 HTS	NALP1 yeast inh	GPR7 antag	M18AAP inhibitor	GalR3 antag	OXTR potentiator	MEKK2 mut-MEK5	OXTR ag
> CC1(c2cccs2)CC(c2cccs2)=C(C#N)C(=O)N1 (stereo unspecified)
  -0.3	113	-7	1	11	-6	7	8	-0.4
> O=C(N/N=C/c1ccc(F)cc1)c1cc(-c2ccc3c(c2)OCO3)n[nH]1
  1.8	99	·	-5	3	4	1	0	-2.3

# Compound activity: PubChem, several laboratories
